# Screening results from PubChem BioAssay.
# GC-B act: human GC-B receptor activators, primary screen, HEK293 GC-B cells, cGMP TR-FRET, EC30 CNP | Atrial natriuretic peptide receptor 2 (Homo sapiens), P20594 | 370,000 tested, 0.11% active | activation, % at 10 µM | 0% at EC30 CNP, 100% saturating CNP;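 active means activation at 10 µM reaching about 35% in either raw or pattern-adjusted values, limit read from the data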
# SMARCA2 activ: SMARCA2 (BRM) function activators, primary screen, cell-based, luminescence, high throughput. 370,000 tested, 1% active. MG213 cells, MMTV-luciferase reporter, dexamethasone, overnight. activation, % at 9.1 µM; in the data active means activation above about 7.8%;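 further: 0% = vehicle wells and 100% = reference activator wells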
# ADAM10 inh: human ADAM10 inhibitors, primary screen, biochemical, QFRET, HTS; Disintegrin and metalloproteinase domain-containing protein 10 (Homo sapiens), O14672; recombinant ADAM10, EDANS/DABCYL FRET peptide cleavage, 3 h; inhibition, % at 7 µM; 370,000 tested, 0.62% active; AID 720582, 2013;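 active means inhibition above a per-campaign cutoff equal to the mean of compounds falling between control-based bounds plus 3 SD, cut at about 20% in these data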;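 further: 0% = DMSO wells while the 100% control is not disclosed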
# GAA850 FXN act: FXN promoter activators, primary screen, cell-based, luciferase luminescence, HEK293 lucGAA850. HEK293 lucGAA850 FXN promoter luciferase reporter, 24 h; percent of 10 µM SAHA response. activation, % at 6 µM. 360,000 tested, 0.56% active. AID 540364, 2011;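 active means activation above the average of all compounds screened plus 3 SD, cutoff fixed separately per campaign, cut at about 7.5% in these data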;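 further: 0% = DMSO wells and 100% = 10 µM SAHA wells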
# hcDAF-12 act: H. contortus DAF-12 nuclear receptor activators, primary screen, cell-based, luminescence, HEK293, lit1-tk-luc reporter; HEK293 hcDAF-12 lit1-tk-luc reporter; 0% DMSO, 100% Δ7-dafachronic acid; activation, % at 6.8 µM; 370,000 tested, 1.4% active; AID 652067, 2013;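 active means activation above the mean of all tested compounds plus 3 SD, cut at about 5.5% in these data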;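 further: 100% = response to 3 µM Δ7-dafachronic acid high control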
# DAX1 inh-1: DAX1 (NR0B1) inhibitors on StAR promoter, primary screen, cell-based, luminescence, SF-1 (NR5A1), full-length DAX-1 | 370,000 tested, 1.1% active | inhibition, % at 6.8 µM | HEK293T StAR-luciferase reporter, SF-1/DAX-1 repression relief | AID 652010, 2013;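 active means inhibition above the mean over all tested compounds plus 3 SD, cut at about 3.6% in these data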;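 further: 0% = DAX-1 cells with DMSO and 100% = cells lacking DAX-1 with DMSO; higher inhibition means more luminescence from relief of DAX-1 repression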
# ssDAF12 agonist: S. stercoralis DAF-12 nuclear receptor activators, primary screen, cell-based, luminescence, HEK293, GRIP1 co-expression, lit1-tk-luc | activation, % at 6.8 µM | Nuclear hormone receptor DAF-12 (Strongyloides stercoralis) | HEK293 ssDAF-12/GRIP1 lit1-tk-luc reporter; % of 3 µM dafachronic acid response | 370,000 tested, 1% active;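 active means activation above the mean over all tested compounds plus 3 SD, cut at about 0.9% in these data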;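 further: 0% = DMSO-only wells and 100% = 3 µM delta7-dafachronic acid wells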
# sPLA2-III inh: human group III sPLA2 inhibitors, primary screen, biochemical, QFRET, BODIPY PC-A2 liposome substrate; AID 743126, 2013; QFRET BODIPY PC-A2 liposome hydrolysis, fluorescence; inhibition, % at 12.2 µM; Group 3 secretory phospholipase A2 (Homo sapiens), Q9NZ20; 370,000 tested, 0.56% active;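 active means inhibition above mean plus 3 SD of compounds lying within the high and low control bounds, cut at about 19% in these data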;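 further: 0% = median of test compound wells and 100% = no enzyme DMSO wells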
# NPR1 activator: GC-A stimulated cGMP production enhancers – HEK293 GC-A cells, cGMP TR-FRET, EC30 ANP, primary screen; Atrial natriuretic peptide receptor 1 (Homo sapiens), P16066; 0% at EC30 ANP, 100% saturating ANP; activation, % at 10 µM; 370,000 tested, 0.14% active; AID 1671463, 2021; in the data active means activation above about 40%
# Target sequence (P16066 whole entry, looked up): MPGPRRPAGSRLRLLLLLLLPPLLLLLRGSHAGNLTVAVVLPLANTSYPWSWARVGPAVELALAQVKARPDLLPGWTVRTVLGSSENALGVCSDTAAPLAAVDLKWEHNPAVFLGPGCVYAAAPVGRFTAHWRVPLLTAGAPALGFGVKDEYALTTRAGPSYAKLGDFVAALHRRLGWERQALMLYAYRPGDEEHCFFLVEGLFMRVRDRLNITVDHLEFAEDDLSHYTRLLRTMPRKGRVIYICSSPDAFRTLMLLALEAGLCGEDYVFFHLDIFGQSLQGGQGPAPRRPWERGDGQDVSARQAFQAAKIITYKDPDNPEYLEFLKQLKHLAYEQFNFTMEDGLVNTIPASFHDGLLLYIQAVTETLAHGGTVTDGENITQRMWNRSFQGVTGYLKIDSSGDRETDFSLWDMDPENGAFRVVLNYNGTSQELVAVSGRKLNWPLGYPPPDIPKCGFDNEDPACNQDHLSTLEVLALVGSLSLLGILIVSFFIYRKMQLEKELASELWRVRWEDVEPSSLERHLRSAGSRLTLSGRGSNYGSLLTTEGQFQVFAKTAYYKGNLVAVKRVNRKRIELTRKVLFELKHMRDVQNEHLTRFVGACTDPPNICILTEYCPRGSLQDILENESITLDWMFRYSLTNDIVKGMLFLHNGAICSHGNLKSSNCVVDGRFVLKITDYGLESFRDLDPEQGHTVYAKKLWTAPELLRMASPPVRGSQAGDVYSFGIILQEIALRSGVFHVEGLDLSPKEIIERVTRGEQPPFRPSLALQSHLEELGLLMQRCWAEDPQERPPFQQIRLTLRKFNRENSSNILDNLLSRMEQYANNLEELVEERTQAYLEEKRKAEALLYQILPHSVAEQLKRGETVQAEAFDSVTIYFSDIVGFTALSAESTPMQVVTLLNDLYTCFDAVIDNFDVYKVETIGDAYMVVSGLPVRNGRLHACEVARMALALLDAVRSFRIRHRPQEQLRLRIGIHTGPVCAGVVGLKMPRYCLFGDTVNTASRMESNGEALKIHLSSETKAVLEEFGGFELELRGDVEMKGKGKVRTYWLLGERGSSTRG
# DAX1 inh-2: DAX1 (NR0B1) inhibitors, primary screen, cell-based, HEK293, Gal4-DAX1, luciferase luminescence; inhibition, % at 6.75 µM; 340,000 tested, 0.99% active; AID 504766, 2011; HEK293 Gal4-DAX1 luciferase reporter;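 active means inhibition above the mean over all tested compounds plus 3 SD, cut at about 4.2% in these data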;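 further: 0% = DAX1-transfected cells with DMSO and 100% = empty-vector control cells with DMSO; inhibition shows as a rise in luminescence from relieved DAX1 repression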
# hgDAF-12 ag: H. glycines DAF-12 receptor agonists, primary screen, cell-based, luminescence, HEK293, GAL4 fusion, UAS-luciferase | Nuclear hormone receptor DAF-12 (Heterodera glycines), GAL4 fusion | HEK293 GAL4-hgDAF12 UAS-luciferase reporter, agonist luminescence; normalized to butyrate control | activation, % at 6.8 µM | 370,000 tested, 1.8% active;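 active means activation above a cutoff set at the mean of all screened compounds plus 3 SD, cut at about 10% in these data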;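 further: 0% = DMSO wells and 100% = sodium butyrate wells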
# * marks the source's active call; other numbers are inactive results; i = inactive; x = no result given; & = joins results of further samples.
1	CC1(C(=O)NCc2ccccc2Br)CCN1Cc1ccc(-c2ccccn2)cc1 (centres undefined)
2	Cc1ccsc1/C=C/C(=O)O
3	O=C(C[n+]1cccc(C(=O)Nc2ccccc2)c1)c1ccccc1
4	CCNC(=O)c1ccccc1SCC(=O)Nc1ccc(F)cc1
5	COc1ccc(CN2C3=NC(c4ccccc4)CC(=O)N3/C(=C\c3ccccc3)C2c2ccccc2)c(OC)c1 (centres undefined)
6	OCC1(Cc2ccc(F)cc2)CCCN(CCc2ccccc2)C1 (centres undefined)
7	COc1ccc(C(=O)/C=C(\C)NCc2ccc3c(c2)OCO3)cc1
8	COc1ccccc1N1CCN(C(=O)CCCCn2c(=O)[nH]c3ccsc3c2=O)CC1
compound no.	1	2	3	4	5	6	7	8
DAX1 inh-2	x	0.0	x	0.3	x	1.1	0.3	0.6
ADAM10 inh	4	-3	-1	3	6	4	-2	-7
SMARCA2 activ	-9	-2	-3	-3	x	-3	0	-1
GAA850 FXN act	-0.6	1.6	x	0.0	x	-0.6	0.6	-2.4
NPR1 activator	-8	-2	2	3	-23	-3	6	-2
sPLA2-III inh	-4	1	-9	1	-8	-6	-7	8
DAX1 inh-1	-2.4	1.1	-0.2	0.4	x	0.2	-0.1	0.2
GC-B act	-7	1	-3	-1	-19	-3	-3	-2
hcDAF-12 act	-3.7	1.4	0.2	0.3	-2.2	-0.8	-1.4	0.0
ssDAF12 agonist	-1.2	-0.1	-1.1	-1.1	-2.5	-0.5	-0.7	-1.7
hgDAF-12 ag	-6.3	3.3	-1.0	2.0	1.8	0.2	-0.3	-2.9

# Taken from above, five compounds:
1	CC1(C(=O)NCc2ccccc2Br)CCN1Cc1ccc(-c2ccccn2)cc1 (centres undefined)
2	Cc1ccsc1/C=C/C(=O)O
3	O=C(C[n+]1cccc(C(=O)Nc2ccccc2)c1)c1ccccc1
4	CCNC(=O)c1ccccc1SCC(=O)Nc1ccc(F)cc1
5	COc1ccc(CN2C3=NC(c4ccccc4)CC(=O)N3/C(=C\c3ccccc3)C2c2ccccc2)c(OC)c1 (centres undefined)
compound no.	1	2	3	4	5
DAX1 inh-2	x	0.0	x	0.3	x
ADAM10 inh	4	-3	-1	3	6
SMARCA2 activ	-9	-2	-3	-3	x
GAA850 FXN act	-0.6	1.6	x	0.0	x
NPR1 activator	-8	-2	2	3	-23
sPLA2-III inh	-4	1	-9	1	-8
DAX1 inh-1	-2.4	1.1	-0.2	0.4	x
GC-B act	-7	1	-3	-1	-19
hcDAF-12 act	-3.7	1.4	0.2	0.3	-2.2
ssDAF12 agonist	-1.2	-0.1	-1.1	-1.1	-2.5
hgDAF-12 ag	-6.3	3.3	-1.0	2.0	1.8

# The list goes on:
9	COc1ccc(C)cc1S(=O)(=O)N1CCN(C)CC1c1ccccc1 (centres undefined)
10	CCc1cccc(NS(=O)(=O)c2csc(C(N)=O)c2)c1
11	CCCNC(=O)c1nc(C)c(C)nc1C(=O)Nc1cccc(Cl)c1
12	O=C(CN1CCN(Cc2ccccc2Cl)C1=O)NCc1cccnc1
13	O=C(CCCCCn1c(=O)[nH]c2ccsc2c1=O)NCc1ccc(F)cc1
14	O=C(c1[nH]ncc1[N+](=O)[O-])N1CCOCC1
15	Nc1cc(S(=O)(=O)Nc2cc(Cl)ccc2Cl)ccc1N1CCOCC1
16	COc1cccc(/C=N/Nc2cc(C)nc(-c3ccccc3O)n2)c1O
compound no.	9	10	11	12	13	14	15	16
DAX1 inh-2	-1.0	-1.0	-1.1	6.0*	0.4	0.8	0.3	-2.4
ADAM10 inh	-4	12	-12	-8	3	-3	2	3
SMARCA2 activ	-2	-2	0	-4	-4	-1	-5	-3
GAA850 FXN act	3.1	-2.0	-2.2	2.0	0.9	3.0	0.6	-9.1
NPR1 activator	-4	2	3	0	-4	5	6	11
sPLA2-III inh	13	-2	-2	17	5	-4	0	-45
DAX1 inh-1	0.0	-0.9	-0.4	-0.8	-0.8	0.4	-1.1	-5.0
GC-B act	0	4	-1	3	-2	-6	6	3
hcDAF-12 act	-0.3	0.3	-0.1	-1.0	-2.1	-3.0	-2.6	-4.4
ssDAF12 agonist	-1.6	-0.6	-0.3	-1.6	-1.1	-1.2	-1.9	-2.8
hgDAF-12 ag	-1.3	-1.6	-1.0	1.4	1.1	0.9	-3.1	-7.3

# Printed as active in DAX1 inh-2, among the entries above:
item | Molecule | DAX1 inh-2 | ADAM10 inh | SMARCA2 activ | GAA850 FXN act | NPR1 activator | sPLA2-III inh | DAX1 inh-1 | GC-B act | hcDAF-12 act | ssDAF12 agonist
12 | O=C(CN1CCN(Cc2ccccc2Cl)C1=O)NCc1cccnc1 | 6.0* | -8 | -4 | 2.0 | 0 | 17 | -0.8 | 3 | -1.0 | -1.6

# (list continues)
17	COc1ccc(Nc2nc(N3CCOCC3)nc(N3CCOCC3)n2)c(OC)c1
18	O=C1N(c2ccccc2)C[C@@H]2C[C@@H](c3cc4ccccc4o3)N3CCC[C@@]123
19	CCCCCCSc1ccc(-c2nc3cc(C)ccn3c2NC2CCCCC2)cc1
20	C=CCN1C(=O)CSc2ccc(C(=O)NCc3ccco3)cc21
21	O=[N+]([O-])c1cc(S(=O)(=O)N2CCCC2)ccc1OCc1ccccc1
22	COc1ccc(C2C(C#N)=C(N)N(c3ccccc3)C3=C2C(=O)CCC3)cc1Cn1cc([N+](=O)[O-])cn1 (centres undefined)
23	Cc1nn(CC(=O)N2CCC(C)CC2)c(=O)c2cccn12
24	COc1ccc(C2N(c3ccccc3)CCN2c2ccccc2)cc1O
compound no.	17	18	19	20	21	22	23	24
DAX1 inh-2	-0.5	-1.6	1.6	-0.1	-1.6	0.1	0.8	1.5
ADAM10 inh	0	6	-44&-44	1	3	11	-4	-2
SMARCA2 activ	1	-10	1&-6	-2	-1	-5	-1	2
GAA850 FXN act	0.7	-14	-1.7	-4.4	3.4	-3.1	1.1	1.9
NPR1 activator	0	-1	7&9	1	4	0	4	-10
sPLA2-III inh	-6	-1	3&8	-5	7	-30	-1	6
DAX1 inh-1	0.0	2.9	-0.3&1.2	-0.7	-0.5	-1.0	0.1	0.3
GC-B act	2	-1	0&2	4	-2	-5	5	-5
hcDAF-12 act	-1.1	-3.7	-0.9&1.3	-2.0	-1.2	-1.5	-0.3	-0.5
ssDAF12 agonist	-1.7	-2.5	-0.8&-0.7	-0.7	-1.0	-1.4	-1.2	0.0
hgDAF-12 ag	-0.2	-16	0.5&-4.7	0.5	0.7	-1.2	-0.2	1.9

25	CCOCCCNC(=O)c1ccccc1NC(=O)C1=C(C)OCCS1
26	CCN1CCN(CC(O)COC(C)C)CC1 (centres undefined)
27	O=C(N/N=C\c1ccc(Cl)cc1)C1=NOC2COC3(CCN(c4ccc([N+](=O)[O-])cc4)CC3)OCC12 (centres undefined)
28	O=C1CCN(S(=O)(=O)c2ccccc2)CCN1CCOCc1ccccc1
29	N#CC(C(=O)NC1CC1)c1nc2ccccc2nc1N1CCCC1 (centres undefined)
30	O=C(NNS(=O)(=O)c1ccc(F)cc1)C1CCN(S(=O)(=O)c2ccccc2)CC1
31	CCOCCCNC(=O)C(NC(=O)c1ccc(=O)[nH]c1)c1ccc(C)cc1 (centres undefined)
32	CCCCN1C(=O)c2ccc(C(=O)NC3(C)CCS(=O)(=O)C3)cc2C1=O (centres undefined)
compound no.	25	26	27	28	29	30	31	32
DAX1 inh-2	0.1	-0.4	-1.7	0.5	0.0	-0.1	-0.2	1.1
ADAM10 inh	5	2	12	13	i	-4	-9	-11
SMARCA2 activ	-3	6	-4	2	2	-3	-4	-3
GAA850 FXN act	1.4	-2.6	0.8	-0.5	4.5	1.1	0.1	0.2
NPR1 activator	-2	2	0	2	2	-3	4	-1
sPLA2-III inh	0	1	8	0	3	-2	3	4
DAX1 inh-1	0.0	0.4	0.0	-0.4	-0.9	-0.1	0.4	-0.2
GC-B act	-3	6	3	2	0	4	1	-3
hcDAF-12 act	-3.2	-1.8	-1.7	-0.9	-0.4	-0.1	1.0	-0.4
ssDAF12 agonist	-1.0	-2.0	-0.7	-1.4	-1.6	-1.3	-0.8	-0.3
hgDAF-12 ag	-0.8	0.5	0.2	-0.2	0.0	1.5	1.0	-0.6

33	CCOC(=O)CC[C@@H]1CC[C@]2(CCCN(Cc3ccc(Cl)cc3)C2)O1
34	CCc1ccc(/C=N/NC(=O)c2cc(C3CC3)nc3ccc(Br)cc23)s1
35	OCC[C@@H]1C[C@@H](O)[C@H](O)[C@]2(Cc3ccccc3CO2)O1
36	COC(=O)NCC(c1cccnc1)N1CCOCC1 (centres undefined)
compound no.	33	34	35	36
DAX1 inh-2	x	1.6	0.7	0.3
ADAM10 inh	-16	-5	-7	-10
SMARCA2 activ	0	-3	1	-1
GAA850 FXN act	x	-3.5	1.5	-2.6
NPR1 activator	0	-12	-2	2
sPLA2-III inh	12	-4	0	14
DAX1 inh-1	0.4	-0.1	-0.8	0.3
GC-B act	-7	-8	4	0
hcDAF-12 act	1.2	-0.2	-0.1	0.5
ssDAF12 agonist	-0.5	-1.4	-0.6	-1.4
hgDAF-12 ag	1.9	6.0	3.1	3.7
